RmlC RmlD mix – RmlC/RmlD inhibition, mixture screen; inhibition, % at 5.5 µM; 110,000 compounds, 0.39% hits; RmlC/RmlD coupled enzyme inhibition, 384-well mixture HTS; AID 1532; in the data active means inhibition above about 30%, passing the limit was not always enough; further: strong numbers were not always called active
HIV RNase H inh – inhibitors of HIV-1 reverse transcriptase RNase H | RT-RNase H RNA/DNA duplex cleavage, fluorescence | inhibition, % at 10 µM | 65,000 compounds, 1.9% hits; in the data active means inhibition above about 50%
* marks the source's active call; other numbers are inactive results; . = not tested or not shown; & = joins results of further samples. The list is partial; rates above refer to the full screens.

Sequence of screens: HIV RNase H inh	RmlC RmlD mix
1	O=C(CSc1nc2ccccc2[nH]1)NC1CCS(=O)(=O)C1 (stereo not given)
    .	11
2	COC(=O)c1ccc(NC(=O)CSc2nnc(COc3c(C)cccc3C)o2)cc1
    .	-5
3	Cc1ccc(-c2nc(SCC(=O)NCC3CCCO3)c(-c3ccccc3)[nH]2)cc1 (stereo not given)
    .	5
4	C[C@@H]1NC(=O)c2cc([N+](=O)[O-])cc(F)c2NCCC[C@@H](C(N)=O)NC(=O)[C@H](CC(N)=O)NC1=O
    .	6
5	CCN(CC)S(=O)(=O)c1cccc(C(=O)Nc2cc(C)nn2-c2nc(C)cc(C)n2)c1
    -30	.
6	COc1ccccc1C1C(C(=O)c2sc(C)nc2C)=C(O)C(=O)N1CCN1CCOCC1 (stereo not given)
    -8	-9
7	Cc1cc(NC(=O)CCC(=O)N(CC(=O)NCC2CCCO2)c2ccc3c(c2)OCCO3)no1 (stereo not given)
    .	-33
8	O=C(c1ccccc1F)c1cn(CC(=O)N2CCOCC2)c2ccccc12
    .	4
9	CCOC(=O)N1CCN(S(=O)(=O)c2cccc3ccc(C)nc23)CC1
    -23	-6
10	COc1cccc(-c2cc(C(=O)Nc3cc(OC)c(OC)c(OC)c3)no2)c1
    -4	-5
11	COc1ccc(C2N(c3ccc(OC)cc3)C(=O)C3CCCN32)cc1 (stereo not given)
    -3	-20
12	O=C(CCl)NCc1c(Cl)cccc1-n1cccc1
    .	-17
13	COc1ccc(OC)c(C2=Nn3c(nnc3C3CCCCC3)SC2)c1
    -8	-4
14	O=C(/C=C/c1ccc(Cl)cc1Cl)NC(=S)Nc1ccccn1
    .	-2
15	CCCn1nc2cc(C(=O)NC3CCCc4ccccc43)ccc2c1OCC (stereo not given)
    .	12
16	Cc1nc(SCC(=O)NCCc2ccc(Cl)cc2)nc(C)c1C
    .	-9
17	Cc1nn(-c2ccccc2)c2sc(-c3n[nH]c(=S)o3)cc12
    -16	-109
18	CCOc1cc(CNC2CCCC2)cc(Cl)c1OCc1ccccc1
    .	4
19	COC(=O)c1ccc(CSc2nc3c(c(=O)n2-c2ccccc2)SCC3)o1
    -33	-5
20	O=c1cccc2n1Cc1cc3ccccc3nc1-2
    .	55*

The closing 4 compounds of the section before are carried over, then new ones follow.
Sequence of screens: HIV RNase H inh	RmlC RmlD mix
17	Cc1nn(-c2ccccc2)c2sc(-c3n[nH]c(=S)o3)cc12
    -16	-109
18	CCOc1cc(CNC2CCCC2)cc(Cl)c1OCc1ccccc1
    .	4
19	COC(=O)c1ccc(CSc2nc3c(c(=O)n2-c2ccccc2)SCC3)o1
    -33	-5
20	O=c1cccc2n1Cc1cc3ccccc3nc1-2
    .	55*
21	Clc1ccc(C(c2ccccc2)N2CCNCC2)cc1 (stereo not given)
    .	3
22	COC(=O)c1ccc(OCCn2cnc3ccccc3c2=O)cc1
    -13	-13
23	CCO[C@H]1OC(C(=O)NCc2ccccc2)=C[C@@H](c2ccc3c(c2)OCO3)[C@@H]1CCCO
    .	5
24	COc1ccc(OC)c(NC(=O)c2ccc(-n3cccn3)nc2)c1
    .	-9
25	O=C1C(O)CC2c3ccccc3CC3(CCCC3)N12 (stereo not given)
    -1	3
26	Cc1ccc(C2C3=C(CC(C)(C)CC3=O)N(CCN3CCOCC3)C3=C2C(=O)CC(C)(C)C3)cc1
    -21	-6
27	Cc1ccc(CSCC(Nc2ccc(C(=O)O)cc2[N+](=O)[O-])C(=O)O)cc1 (stereo not given)
    .	7
28	O=C(COC(=O)c1cnccn1)Nc1ccc(Cl)cc1
    1	1
29	O=C1N[C@@H](Cc2ccccc2)[C@@H](c2ccco2)O1
    .	-14
30	COc1cccc(C(=O)Nc2nnc(-c3cccs3)o2)c1
    -1	7
31	CC(C)(C)CNC(CO)C12CC3CC(CC(C3)C1)C2 (stereo not given)
    .	13
32	COCCNC(=O)COc1ncnc2ccc(Br)cc12
    .	-2
33	NCC(CC(=O)O)c1ccc(Cl)cc1 (stereo not given)
    -2&-6	31
34	CC1CCCCC1NC(=O)c1nn(C)c(=O)c2ccccc12 (stereo not given)
    -11	4
35	Cc1[nH]n2c(=O)cc(C(C)C)nc2c1-c1ccccc1
    14	.
36	CCOC(=O)C1CCN(C(=O)c2cc3c(-c4ccc(OC)c(OC)c4)nn(C)c3s2)CC1
    -23	3
37	O=C(COc1ccc(Cl)cc1)N1CCCC1
    .	-10
38	Cc1cc(=O)[nH]c2c(C)c(N)ccc12
    -2	59*
39	CCOC(=O)N1CCN(C(=O)c2ccc3c(=O)n(Cc4ccccc4OC)c(=S)[nH]c3c2)CC1
    .	-10
40	COc1ccc(-c2nc(-c3ccc(Br)o3)no2)cc1OC
    -6	11

Carrying on:
Sequence of screens: HIV RNase H inh	RmlC RmlD mix
41	CC(=O)NC1(C(F)(F)F)C(=O)Nc2c1c(=O)n(C)c(=O)n2C (stereo not given)
    -4	-12
42	CCC(=O)Nc1c2c(nn1-c1ccc(F)cc1)CS(=O)C2 (stereo not given)
    1	-14
43	Cc1ccccc1OCCCN1CCCC1
    1	-6
44	CCNC(=O)CSc1nc2ccccc2c(=O)n1OC
    0	6
45	CCOC(=O)n1c(=O)n(Cc2ccc(Cl)c(Cl)c2)c2ccccc21
    .	4
46	CC(C)C12CN3CC(C(C)C)(CN(C1)C31C(=O)Nc3ccccc31)C2=O (stereo not given)
    1	5
47	O=C(CSc1nnc(Cc2ccccc2)o1)Nc1ccc(Br)cn1
    6	-7
48	O=C(O)CCCCNCc1ccccc1
    .	-5
49	C[C@H](N)c1nnc(SCc2ccc(Cl)cc2Cl)o1
    -10	7
50	COc1ccc(C2=NOC(C(=O)NCc3ccc(F)cc3)C2)cc1OC (stereo not given)
    -2	.
51	Clc1ccccc1-c1nnc2sc(-c3ccc4c(c3)OCO4)nn12
    92*	67
52	O=C(O)c1ccccc1C(=O)Nc1n[nH]c(=S)s1
    -2	2
53	O=C(NCc1cccnc1)c1c(F)c(F)c(F)c(F)c1F
    -8	0
54	COC(=O)c1cc2c(=O)n3ccccc3nc2n(C(C)C)c1=N
    -26	.
55	Cc1cc(C)c(S(=O)(=O)N(C)Cc2cnn(C)c2)c(C)c1
    -15	8
56	CN(CCNC(=O)CN1CCN(Cc2ccccc2Cl)C1=O)Cc1ccccc1
    -2	-4
57	O=P(c1ccccc1)(c1ccccc1)C(c1ccco1)N1CCOCC1 (stereo not given)
    -7	-74
58	O=C(Cn1nnc(-c2ccc3c(c2)OCO3)n1)N1CCOCC1
    -1	7
59	COc1ccccc1N1CCN(S(=O)(=O)c2ccccc2F)CC1
    3	9
60	Fc1cc(F)cc(-c2oncc2-c2nnnn2-c2ccccc2)c1
    .	0

(listing goes on)
Sequence of screens: HIV RNase H inh	RmlC RmlD mix
61	Cc1cccc(-c2noc(CN(C(=O)C(c3ccccc3)c3ccccc3)C(C)C)n2)c1
    .	8
62	CCOC(=O)Nc1cc2c(C)cc(=O)oc2cc1C
    -6	.
63	CC(=O)OC(C)C[N+](C)(C)C (stereo not given)
    -7	-11
64	Cc1ccc(-c2nnc(SCC(=O)Nc3ccc(S(=O)(=O)N4CCCCCC4)cc3)o2)cc1
    65*	11
65	CCCn1c(NC(=O)c2ccc(Cl)c(S(=O)(=O)N3CCCC3)c2)nc2ccccc21
    13	-18
66	CCOC(=O)C(C(C)=O)=C1SC2CS(=O)(=O)CC2S1 (stereo not given)
    -8	13
67	C#Cc1ccc([C@@H]2C=C(C(=O)N3CCOCC3)O[C@H](OCC)[C@H]2CCCO)cc1
    .	32
68	CCc1c(C(C)S(=O)(=O)c2ccc(C)cc2)[nH]c(=O)n1-c1ccc(OC(F)(F)F)cc1 (stereo not given)
    .	-10
69	Cc1ccc(Cn2c(Sc3nnc(C)s3)nc3c2c(=O)[nH]c(=O)n3C)cc1
    -9	9
70	O=c1cc2n(c(=O)[nH]1)CCC1=C2CCCC1
    -5	5
71	CCOC(=O)C1=C(C)NC(C)=C(C(=O)OCC)C1C1=COCCO1
    2	-5
72	O=C(CCc1ccccc1)Nc1ccc(F)cc1F
    .	-8
73	CCOC(=O)C1=C(C)Nc2ccccc2N=C1NC(=O)CCCN1C(=O)c2ccccc2C1=O
    -10	-12
74	Cc1nnc(SCC(=O)Nc2nc3c(s2)CC(C)CC3)s1 (stereo not given)
    5	-8
75	COc1ccc(-n2c(SCC(=O)Nc3sc4c(c3C#N)CCCC4)nnc2-c2ccc(O)cc2)cc1
    .	8
76	Cc1ccc(-n2[nH]c(=O)c3cccnc32)cc1
    .	8
77	COC(=O)c1cn(CC(=O)N2CCCCCC2)c2ccccc12
    -5	-9
78	Cc1noc(C)c1COC(=O)CCOc1ccccc1
    -20	-11
79	Cc1ccc(N2C(=O)c3ccccc3C2Nc2ccccc2F)nc1 (stereo not given)
    -2	-16
80	N#Cc1c(N)n(CCOC(=O)c2ccc(Cl)cc2)c2nc3ccccc3nc12
    -2	-121

(next part)
Sequence of screens: HIV RNase H inh	RmlC RmlD mix
81	C[N+](C)(C)CC#CCOC(=O)Nc1cccc(Cl)c1
    .	7
82	Cc1nn(CC(O)c2ccccc2)c(C)c1Br (stereo not given)
    .	-80
83	Cc1ccccc1-c1nc(CS(=O)(=O)CC(=O)NCc2ccccc2)c(C)o1
    -40	-27
84	CCOc1ccccc1N(CC(=O)N1CCCCCC1)S(C)(=O)=O
    -14	11
85	COCCCN1C(=O)c2[nH]nc(-c3ccccc3O)c2C1c1cccc(Cl)c1 (stereo not given)
    8	4
86	O=C(NCCNC(=O)c1cc(OCC(F)(F)F)ccc1OCC(F)(F)F)Nc1ccccc1
    .	-18
87	Cc1cc(C)cc(OCC(=O)Nc2ccc(N3CCN(S(C)(=O)=O)CC3)cc2)c1
    36	14
88	Cc1ccc(S(=O)(=O)N2CCC(C(=O)N[C@@H](C)C(=O)NCCc3ccccc3)CC2)cc1
    -9	.
89	O=c1[nH]ncc2c3ccccc3n(Cc3ccccc3F)c12
    -19	9
90	COc1ccc(C2CC(=O)c3ccccc3O2)cc1 (stereo not given)
    .	6
91	CCOc1ccc(NS(=O)(=O)c2ccc(OC)c(C)c2)cc1
    .	-98
92	c1ccc(-c2nc(-c3ccco3)cs2)nc1
    6	1
93	CCN(C(=O)CSc1nnc(Cc2ccccc2F)n1N)C1CCS(=O)(=O)C1 (stereo not given)
    .	-7
94	O=C1Nc2ccc(S(=O)(=O)NCCC3=CCCCC3)c3cccc1c23
    -19	10
95	CCNc1nc(NC(C)C)nc(Oc2ccc(OCCOc3ccc(C)cc3)nn2)n1
    -3	-10
96	CCCCC#Cc1ccc2c(c1)COc1c3ccccc3nn1-2
    .	-9
97	NC(=O)c1cc2cc(Br)ccc2oc1=NCc1ccccc1
    .	-10
98	O=[N+]([O-])c1ccccc1/C=C/CN1CCCCC1
    .	7
99	CN1C(=O)CC(N2CCC(C(N)=O)CC2)C1=O (stereo not given)
    .	3
100	Cc1c(NC(=O)N(C)C)c(=O)n(-c2ccccc2)n1C
    .	4

(next part)
Sequence of screens: HIV RNase H inh	RmlC RmlD mix
101	COC(=O)N1CCN(C(=O)Cc2ccc(Cl)c(Cl)c2)C(CN2CCCC2)C1 (stereo not given)
    .	-12
102	COc1ccc2c(c1)C(C)=CC(C)(C)N2C(=O)C(C)N1C(=O)c2ccccc2C1=O (stereo not given)
    -3	10
103	CCOc1ccc(NC(=O)c2ccccc2NC(=O)CN2CCN(C(C)=O)CC2)cc1
    -1	2
104	CCCC(=O)OC1CC(C)N(C(=O)c2ccccc2)c2ccc(C)cc21 (stereo not given)
    .	9
105	O=C(CN1C(=O)c2cccc3cccc1c23)Nc1cccnc1
    1	16
106	COc1cccc(CN2C(=O)CCC2(C)C(=O)NC2CCCC2)c1 (stereo not given)
    .	6
107	COc1cccc(N2CCN(C(=O)C3CCCN(S(=O)(=O)c4cnc[nH]4)C3)CC2)c1 (stereo not given)
    -9	10
108	COCCN(C(=O)Cc1cccs1)c1nnc(-c2ccncc2)s1
    0	.
109	CCN(CC)S(=O)(=O)c1ccc(C(=O)C(C#N)c2ccccn2)cc1 (stereo not given)
    -3	-5
110	COC(=O)c1ccc(CSc2nc(N3CCOCC3)c3c(c2C#N)CC(C)(C)OC3)o1
    -1	-11
111	CCOC(=O)C1CCCN(C(=O)CNC(=O)Cn2ccc3ccccc3c2=O)C1 (stereo not given)
    -5	-23
112	Nc1c(C(=O)NC23CC4CC(CC(C4)C2)C3)sc2nc3c(c(C(F)(F)F)c12)CCC3
    .	12
113	Cc1cc(C(=O)Nc2cccnc2)on1
    -8	10
114	COc1ccc(N=C2C(=Nc3ccc(OC)cc3)N(c3ccc(OC)cc3)C(=S)N2C(=O)c2ccc(OC)cc2)cc1
    .	9
115	Clc1ccc(Cn2cccc2C2=NCCO2)cc1
    28	10
116	CCOc1cccc(N2C(=O)CC(n3cnc4ccccc43)C2=O)c1 (stereo not given)
    -14	10
117	COc1ccc(Cl)cc1NC(=O)CN(C)C1CCCCC1
    .	2
118	CCC(C)[C@H](NC(=O)N1CCCC1)C(=O)OC (stereo not given in full)
    .	-5
119	CCC(C)(C(=O)NC1CCCC1)N(CC1CCCO1)C(=O)CNC(=O)c1ccccc1 (stereo not given)
    -4	-10
120	CSc1nnc(N(CCC#N)CCC#N)s1
    -6	-11

Carrying on.
Sequence of screens: HIV RNase H inh	RmlC RmlD mix
121	CCOC(=O)c1cccc(NC(=O)CN(c2ccc(OC)cc2)S(=O)(=O)c2c(C)noc2C)c1
    -7	-10
122	CCN(CC)CCCNC(=O)c1c(O)c2ccccc2n(Cc2ccccc2)c1=O
    7	-12
123	CCn1nnc(NC(=O)CSc2ccc(Cl)cc2)n1
    21	8
124	O=C(CCS(=O)(=O)Cc1ccccc1)Nc1nc2c(s1)CCCC2
    -18	-16
125	O=C(c1ccc(Br)o1)N1CCN(c2ncccn2)CC1
    .	-12

Reformatted with each value named: part of the list above.
121. CCOC(=O)c1cccc(NC(=O)CN(c2ccc(OC)cc2)S(=O)(=O)c2c(C)noc2C)c1
  HIV RNase H inh: -7; RmlC RmlD mix: -10

122. CCN(CC)CCCNC(=O)c1c(O)c2ccccc2n(Cc2ccccc2)c1=O
  HIV RNase H inh: 7; RmlC RmlD mix: -12

123. CCn1nnc(NC(=O)CSc2ccc(Cl)cc2)n1
  HIV RNase H inh: 21; RmlC RmlD mix: 8

124. O=C(CCS(=O)(=O)Cc1ccccc1)Nc1nc2c(s1)CCCC2
  HIV RNase H inh: -18; RmlC RmlD mix: -16
